mIDH1 inhibitor: qHTS for Inhibitors of mutant isocitrate dehydrogenase 1 (IDH1): qHTS | Isocitrate dehydrogenase [NADP] cytoplasmic (Homo sapiens), O75874 | IDH1-R132H enzyme, NADPH consumption, diaphorase/resazurin fluorescence | Potency, µM (highest dose often 76.6 µM), without a hit: at the top dose activity change, negative = inhibition, hits mostly inhibitors | hit rate 0.093% among 390,000 | AID 602179, 2012; further: potency means the concentration at half of the fitted maximal effect; on the % scale 0 is the no-effect control and ±100 the full control effect; nearly all actives have a fitted effect of over 65% in size
Target sequence (O75874 whole entry R132H, stated change not applied): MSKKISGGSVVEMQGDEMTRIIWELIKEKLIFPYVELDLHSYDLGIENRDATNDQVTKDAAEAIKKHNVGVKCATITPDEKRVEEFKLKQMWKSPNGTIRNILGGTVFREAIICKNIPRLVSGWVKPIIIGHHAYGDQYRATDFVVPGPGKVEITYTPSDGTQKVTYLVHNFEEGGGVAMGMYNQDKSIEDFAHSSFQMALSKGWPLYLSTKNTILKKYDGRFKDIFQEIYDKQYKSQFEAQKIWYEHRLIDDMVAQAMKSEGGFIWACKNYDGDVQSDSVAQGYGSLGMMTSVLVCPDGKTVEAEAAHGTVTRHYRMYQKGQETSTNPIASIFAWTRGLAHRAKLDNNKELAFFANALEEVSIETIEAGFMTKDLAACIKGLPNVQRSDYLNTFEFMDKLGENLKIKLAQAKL
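IDH1-R132H (0.5 ug/mL) preincubated 30 min with compound, then NADPH (0.016 mM) and alpha-KG (2 mM) added; 80 min at RT, pH 7.5. Remaining NADPH coupled via diaphorase/resazurin to fluorescence (540/590 nm); concentration-response curves normalized to no-enzyme control.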
USP1-UAF1 inh: Inhibitors of USP1/UAF1: Primary Screen; hit rate 0.23% among 390,000; recombinant USP1/UAF1, Ub-Rhodamine cleavage fluorescence; Potency, µM (highest dose often 57.1 µM), for inactives: at the highest dose activity change, negative = inhibition, usual class: inhibitors; Ubiquitin carboxyl-terminal hydrolase 1 (Homo sapiens), O94782; AID 743255, 2014; further: potency means the concentration at half of the fitted maximal effect; on the % scale 0 is the no-effect control and ±100 the full control effect; nearly all actives have a fitted effect of over 60% in size; inactives centre near -12
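USP1/UAF1 complex (1 nM) preincubated 15 min at room temperature with compound, then Ub-Rho substrate (150 nM final) added. Kinetic fluorescence at 480/540 nm over 6 reads at 60 s intervals; 50 mM HEPES pH 7.8, 0.5 mM EDTA, 0.1 mg/ml BSA, 1 mM TCEP, 0.01% Tween-20.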
Tb PGK inh: qHTS Assay to Find Inhibitors of Phosphoglycerate Kinase. Potency, µM (top dose mostly 57.5 µM), for the others: at the highest dose activity change, negative = inhibition, usual class: inhibitors. PGK/GAPDH coupled, Kinase-Glo luminescence, 60 min. Phosphoglycerate kinase, glycosomal (Trypanosoma brucei brucei), P07378. hit rate 0.043% among 380,000; further: potency means the concentration at half of the fitted maximal effect; on the % scale 0 is the no-effect control and ±100 the full control effect; nearly all actives have a fitted effect of over 60% in size
Target sequence (P07378 whole entry, looked up): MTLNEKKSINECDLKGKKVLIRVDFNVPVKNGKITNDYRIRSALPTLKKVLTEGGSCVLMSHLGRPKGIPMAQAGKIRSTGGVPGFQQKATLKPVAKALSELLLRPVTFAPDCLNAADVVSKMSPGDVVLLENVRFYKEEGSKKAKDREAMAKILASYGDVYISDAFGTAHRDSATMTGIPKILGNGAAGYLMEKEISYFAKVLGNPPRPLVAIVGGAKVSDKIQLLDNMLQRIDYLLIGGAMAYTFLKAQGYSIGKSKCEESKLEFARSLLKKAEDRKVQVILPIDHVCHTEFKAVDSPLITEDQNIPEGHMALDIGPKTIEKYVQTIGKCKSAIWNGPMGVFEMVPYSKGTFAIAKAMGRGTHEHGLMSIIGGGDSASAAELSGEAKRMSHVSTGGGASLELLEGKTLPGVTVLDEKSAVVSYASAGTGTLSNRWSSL
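Recombinant glycosomal PGK reaction used 1,3-bisphosphoglycerate generated in-well by GAPDH (100nM final) in 100mM TEA pH 7.6, 5mM MgCl2, 0.01% Tween-20. After 60 minutes at room temperature, ATP was read by Kinase-Glo Plus luminescence end-point.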
Pin1 inhibitor: qHTS Assay to Find Inhibitors of Pin1 | hit rate 0.009% among 390,000 | Potency, µM (top dose mostly 115 µM), without a hit: at the top dose activity, negative = inhibition, actives largely listed as inhibitors | Pin1 FP peptide displacement, HiFluor488, 10 min | Peptidyl-prolyl cis-trans isomerase NIMA-interacting 1 (Homo sapiens), Q13526; active means well fitted inhibition curve with a large enough effect in the polarisation, with a control signal flat, not every such curve was filed as active; inconclusive means small, poorly fitted or top-dose-only effect, or effect the other way, or a change in a side signal; inactive means no such curve, though single readings can be large or run the other way; the % refers to the polarisation; further: potency means the concentration at half of the fitted maximal effect; on the % scale 0 is the no-effect control and ±100 the full control effect
PI4K2A inh: qHTS for small molecular inhibitors of PI4K2A | purified PI4K2A, ADP-Glo luminescence, 1 h; active compounds read low | hit rate 0.13% among 420,000 | activity change, negative = inhibition, % at 76.9 µM; in the data active means activity change below about -50%; inconclusive means mostly about -30% to -49%;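 further: -100% = wells without enzyme as full effect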
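PI4K2A activity was measured by ADP-Glo luminescence: enzyme (4 ug/mL stock) and phosphatidylinositol (1.2 mM stock) in Tris pH 7.5/MgCl2/EGTA/Triton X-100 buffer were reacted with ATP (300 microM stock) for one hour at ambient temperature.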
HP1b binding inh: HTS for Inhibitors of HP1-beta Chromodomain Interactions with Methylated Histone Tails; AlphaScreen HP1-beta / biotin-H3K9me3 peptide binding; hit rate 0.56% among 390,000; Potency, µM (top dose mostly 114 µM), without a hit: at the highest dose activity change, negative = inhibition, most hits filed as inhibitors; Chromobox protein homolog 1 (Homo sapiens), P83916; further: potency means the concentration at half of the fitted maximal effect; nearly all actives have a fitted effect of over 70% in size; inactives centre near 23
Target sequence (P83916 whole entry, looked up): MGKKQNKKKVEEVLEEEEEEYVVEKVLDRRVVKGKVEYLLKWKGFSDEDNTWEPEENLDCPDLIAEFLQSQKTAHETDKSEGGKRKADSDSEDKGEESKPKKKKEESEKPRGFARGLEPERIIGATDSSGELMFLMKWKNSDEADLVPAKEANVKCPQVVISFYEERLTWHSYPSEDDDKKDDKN
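Compound inhibition of the preformed complex between 50 nM HP1-beta and 50 nM biotinylated H3K9me3 peptide was read by AlphaScreen. Buffer was PBS pH 7.4 with 0.01% Tween-20. Incubations ran 30 min at room temperature, with 10 ug/mL donor/acceptor beads.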
rTrxR1 inhibitor: qHTS Assay for Inhibitors of Mammalian Selenoprotein Thioredoxin Reductase 1 (TrxR1): qHTS; AID 588453, 2011; recombinant rTrxR1, NADPH fluorescence consumption, selenite substrate; hit rate 1% among 390,000; Potency, µM (top dose mostly 114 µM), without a hit: at the highest dose activity change, negative = inhibition, usual class: inhibitors; Thioredoxin reductase 1, cytoplasmic (Rattus norvegicus), O89049; further: potency means the concentration at half of the fitted maximal effect; on the % scale 0 is the no-effect control and ±100 the full control effect; nearly all actives have a fitted effect of over 65% in size
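Rat TrxR1 (90 nM in the dispensed reagent) was pre-reduced with 400 uM NADPH for 5 min at room temperature, then incubated with compound for 15 min. After 400 uM selenite was added, NADPH fluorescence (Ex 340/Em 450 nm) was followed for 8 min.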
TrxR1 substrate: qHTS Assay for Substrates of Mammalian Selenoprotein Thioredoxin Reductase 1 (TrxR1): qHTS. Potency, µM (titrated, usually from 114 µM), inactives show top-dose activity change, negative = substrate turnover. hit rate 0.01% among 390,000. Thioredoxin reductase 1, cytoplasmic (Rattus norvegicus), O89049. purified TrxR1 substrate turnover, NADPH consumption readout; further: potency means the concentration at half of the fitted maximal effect; on the % scale 0 is the no-effect control and ±100 the full control effect; nearly all actives have a fitted effect of over 50% in size
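Rat TrxR1, dispensed at 90 nM, was prereduced with 400 uM NADPH (final) for 5 min at ~22 deg C, then incubated with compound 15 min before 400 uM selenite. A first-read NADPH fluorescence drop versus no-compound background flagged substrates.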
GLS inhibitor: qHTS for Inhibitors of Glutaminase (GLS); hit rate 0.21% among 410,000; Potency, µM (series often up to 45.5 µM), inactives show at the highest dose activity change, negative = inhibition, usual class: inhibitors; GLS enzymatic activity, qHTS titration; further: potency means the concentration at half of the fitted maximal effect; on the % scale 0 is the no-effect control and ±100 the full control effect
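Two-point fluorescence kinetic (t0, 30 min RT) for hKGA; glutamate detected via glutamate oxidase–HRP–Amplex Red. Substrate: 1 mM L-glutamine solution; buffer 45 mM KH2PO4, pH 8.2.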
* hit, by the source's call; [ ] = remark or other dose. Unless noted, the call rests on the fitted dose curve; in most records, active means well fitted curve in the direction sought with a large enough effect; inconclusive means small, poorly fitted or top-dose-only effect, or another doubt; inactive means no such curve, though single readings can be large; an effect the other way counts as inactive or inconclusive. This is a subset, so the mix of outcomes need not match the whole.

`O=S(=O)(NCCNS(=O)(=O)c1cccs1)c1cccs1` gave mIDH1 inhibitor 5%, USP1-UAF1 inh -13%, Tb PGK inh 0%, Pin1 inhibitor 2%, PI4K2A inh -4, HP1b binding inh 44%[activator], rTrxR1 inhibitor -2%, TrxR1 substrate -4% and GLS inhibitor -5%.
`CCOc1ccc(C(=O)N2CCn3c2nc2ccccc23)cc1` gave mIDH1 inhibitor 11%, USP1-UAF1 inh -2%, Tb PGK inh -1%, Pin1 inhibitor -6%, PI4K2A inh 0, HP1b binding inh 0%, rTrxR1 inhibitor 15%, TrxR1 substrate 6% and GLS inhibitor 9%.
For CCN(C(=O)COC(=O)CCCOc1ccccc1)c1c(N)n(Cc2ccccc2)c(=O)[nH]c1=O the results were mIDH1 inhibitor 2%, USP1-UAF1 inh -9%, Tb PGK inh 10%, Pin1 inhibitor 5%, PI4K2A inh -19, HP1b binding inh 22%, rTrxR1 inhibitor 10%, TrxR1 substrate 1% and GLS inhibitor -2%.
Screening CC(=O)c1cccc(Nc2cc(C)nc3nc(-c4ccccc4C)nn23)c1 returned mIDH1 inhibitor -15%, USP1-UAF1 inh -11%, Tb PGK inh 6%, Pin1 inhibitor 2%, PI4K2A inh -2, HP1b binding inh 26%, rTrxR1 inhibitor 0%, TrxR1 substrate -10% and GLS inhibitor -7%.
For CCCCn1c2nc3ccccc3nc2c2c(=O)n(CC(C)C)cnc21 the results were mIDH1 inhibitor -11%, USP1-UAF1 inh -3%, Tb PGK inh -2%, Pin1 inhibitor 0%, PI4K2A inh 4, HP1b binding inh 52%[activator], rTrxR1 inhibitor 21%, TrxR1 substrate 3% and GLS inhibitor -3%.
For O=C(C1CCCN(S(=O)(=O)c2cccc3nsnc23)C1)N1CCCCCC1 (centres undefined) the results were mIDH1 inhibitor 1%, USP1-UAF1 inh -23%, Tb PGK inh inactive, Pin1 inhibitor 2%, PI4K2A inh -17, HP1b binding inh 35%[activator], rTrxR1 inhibitor 15%, TrxR1 substrate 2% and GLS inhibitor 0%.
For Cc1ccccc1N1CC(C(=O)Nc2ccc(S(=O)(=O)NCC3CCCO3)cc2)CC1=O (centres undefined) the results were mIDH1 inhibitor -5%, USP1-UAF1 inh 1%, Tb PGK inh -7%, Pin1 inhibitor 5%, PI4K2A inh -3, HP1b binding inh 6%, rTrxR1 inhibitor 7%[57.1 µM], TrxR1 substrate -3%[57.1 µM] and GLS inhibitor -3%.
`Cc1cc(C)n2nc(C(=O)OCCOc3ccc(Br)cc3)nc2n1` gave mIDH1 inhibitor -5%, USP1-UAF1 inh -3%, Tb PGK inh -9%, Pin1 inhibitor 0%, PI4K2A inh -1, HP1b binding inh 5%, rTrxR1 inhibitor 35%[57.1 µM], TrxR1 substrate 2% and GLS inhibitor -23%.
Screening COCCN(C(=O)COC(=O)CCOc1ccccc1C)c1c(N)n(Cc2ccccc2)c(=O)[nH]c1=O returned mIDH1 inhibitor 3%, USP1-UAF1 inh -9%, Tb PGK inh -1%, Pin1 inhibitor 8%, PI4K2A inh -2, HP1b binding inh 34%, rTrxR1 inhibitor -15%, TrxR1 substrate -6% and GLS inhibitor 0%.
Screening COc1ccc2[nH]c3c(c2c1)CCN1C(=O)C(CC(=O)NCCCN(C)C)C[C@H](C(=O)N2CCCCC2)[C@@]31C (some centres undefined) returned mIDH1 inhibitor 0%, USP1-UAF1 inh -7%, Tb PGK inh -13%, Pin1 inhibitor -2%, PI4K2A inh -3, HP1b binding inh 1%, rTrxR1 inhibitor 28%, TrxR1 substrate 12% and GLS inhibitor 6%.
`O=C(O)C1Sc2[nH]c(=O)sc2C2c3ccc(O)cc3OC(=O)C12` (centres undefined) gave mIDH1 inhibitor 1%, USP1-UAF1 inh inconclusive, Tb PGK inh inactive, PI4K2A inh -14, HP1b binding inh inconclusive, rTrxR1 inhibitor -1%[57.1 µM], TrxR1 substrate 11% and GLS inhibitor 8.9µM*.
`CC(C)CCNC(=O)C(c1ccco1)N(Cc1ccccc1)C(=O)c1snc(C(N)=O)c1N` (centres undefined) gave mIDH1 inhibitor 1%, USP1-UAF1 inh -19%, Tb PGK inh -2%, Pin1 inhibitor 10%, PI4K2A inh 6, HP1b binding inh 11%, rTrxR1 inhibitor -5%, TrxR1 substrate 15% and GLS inhibitor -1%.
`COc1ccc(CNC(=O)CSc2cc(=O)n(C)c3ccccc23)cc1` gave mIDH1 inhibitor 7%, USP1-UAF1 inh -17%, Tb PGK inh -3%, Pin1 inhibitor -1%, PI4K2A inh 1, HP1b binding inh 23%, rTrxR1 inhibitor 19%, TrxR1 substrate 1% and GLS inhibitor 2%.
For CC(/C=N/N1CCN(c2ccc(C)cc2)CC1)=C\c1ccccc1 the results were mIDH1 inhibitor 2%, USP1-UAF1 inh -20%, Tb PGK inh -9%, Pin1 inhibitor -3%, PI4K2A inh 3, HP1b binding inh 1%, rTrxR1 inhibitor 7%[57.1 µM], TrxR1 substrate 10%[57.1 µM] and GLS inhibitor -14%.
For CC(C)COc1ccc(CNC(=S)NCc2ccccc2)cc1 the results were mIDH1 inhibitor 0%, USP1-UAF1 inh inconclusive, Tb PGK inh -3%, Pin1 inhibitor 2%, PI4K2A inh 3, HP1b binding inh 30%[activator], rTrxR1 inhibitor -8%, TrxR1 substrate -4% and GLS inhibitor 11%.
`COc1ccccc1CNC(=O)CCCCn1c(=O)c2ccccc2n(Cc2c(C)cc(C)cc2C)c1=O` gave mIDH1 inhibitor 20%, USP1-UAF1 inh -6%, Tb PGK inh inactive, Pin1 inhibitor -5%, PI4K2A inh 0, HP1b binding inh 8%, rTrxR1 inhibitor 14%, TrxR1 substrate -3% and GLS inhibitor -2%.
For COc1ccc(Cn2c(-c3ccc(C)cc3)c[n+]3ccccc23)cc1 the results were mIDH1 inhibitor -1%, USP1-UAF1 inh -12%, Tb PGK inh 5%, Pin1 inhibitor -2%, PI4K2A inh 1, HP1b binding inh 21%, rTrxR1 inhibitor 1%[57.1 µM], TrxR1 substrate 5%[57.1 µM] and GLS inhibitor -11%.
For CCOc1ccc(NC(=O)c2oc3ccccc3c2NC(=O)C(C)Oc2ccccc2)cc1 (centres undefined) the results were mIDH1 inhibitor -5%, USP1-UAF1 inh -17%, Tb PGK inh 7%, Pin1 inhibitor 3%, PI4K2A inh 3, HP1b binding inh 31%, rTrxR1 inhibitor 16%, TrxR1 substrate -1% and GLS inhibitor 1%.
For Cc1ccc(-n2ncc(C#N)c2/N=C/N2CCN(C)CC2)cc1 the results were mIDH1 inhibitor 0%, USP1-UAF1 inh -11%, Tb PGK inh -3%, Pin1 inhibitor -8%, PI4K2A inh 1, HP1b binding inh 75%[activator], rTrxR1 inhibitor 5%, TrxR1 substrate 8% and GLS inhibitor -4%.
For O=C(CSc1nnc(-c2cccnc2)n1CCc1ccccc1)NCc1ccccc1 the results were mIDH1 inhibitor 3%, USP1-UAF1 inh -9%, Tb PGK inh 5%, Pin1 inhibitor -2%, PI4K2A inh 3, HP1b binding inh 31%, rTrxR1 inhibitor 8%, TrxR1 substrate 6% and GLS inhibitor 7%.
O=C(CCS(=O)(=O)c1ccc(F)cc1)Nc1ccc(N2CCN(Cc3ccccc3)CC2)cc1 was read as mIDH1 inhibitor 3%, USP1-UAF1 inh -15%, Tb PGK inh -5%, Pin1 inhibitor -5%, PI4K2A inh 4, HP1b binding inh 2%, rTrxR1 inhibitor 0%, TrxR1 substrate -3% and GLS inhibitor 44%[activator].
Screening O=[N+]([O-])c1ccc(NCc2ccc(Cl)cc2)nc1 returned mIDH1 inhibitor -12%, USP1-UAF1 inh -21%, Tb PGK inh -3%, Pin1 inhibitor -5%, PI4K2A inh 7, HP1b binding inh 13%, rTrxR1 inhibitor 8%, TrxR1 substrate -5% and GLS inhibitor 4%.
Screening Cc1ccc2nc(SCC(=O)Nc3nonc3C)[nH]c2c1 returned mIDH1 inhibitor 2%, USP1-UAF1 inh 7%, Tb PGK inh -12%, Pin1 inhibitor -13%, PI4K2A inh 2, HP1b binding inh 11%, rTrxR1 inhibitor inconclusive, TrxR1 substrate 3% and GLS inhibitor -12%.
For CCOC(=O)c1cc(-c2ccc(F)cc2)n(CC(=O)NC2CCCCC2)c1C the results were mIDH1 inhibitor -1%, USP1-UAF1 inh -20%, Tb PGK inh -7%, Pin1 inhibitor -2%, PI4K2A inh 1, HP1b binding inh -15%, rTrxR1 inhibitor 33%[57.1 µM], TrxR1 substrate 0%[57.1 µM] and GLS inhibitor -11%.

From PubChem BioAssay
